Screens from PubChem BioAssay.
PMI inhibition: human PMI inhibitors, high substrate, primary screen, biochemical, fluorescence intensity, high mannose 6-phosphate (AID 1220); Mannose-6-phosphate isomerase (Homo sapiens); recombinant PMI enzyme, coupled fluorescence intensity; higher % means a stronger effect; inhibition, % at 20 µM; hits with a dose series show IC50 in µM; 0.66% of 190,000 active
KOR beta-arrestin-1: KOR agonists, beta-arrestin recruitment, primary screen, cell-based, luminescence, uHTS (AID 1777). Kappa-type opioid receptor (Homo sapiens). KOR beta-arrestin recruitment, luminescence; higher % means a stronger effect. one-dose activation, % at 10 µM; EC50 in µM for titrated hits. 0.02% of 280,000 active; in the data active means activation above about 50%, passing the limit was not always enough; further: a part of the inactive calls stands beside numbers as strong as those of hits
XIAP displacement: XIAP antagonists, biochemical, IAP family, fluorescence polarization (AID 1018) | 0.007% of 200,000 active | displacement, % at 20 µM, or IC50 in µM where a hit was titrated | XIAP BIR domain, fluorescence polarization peptide displacement; higher % means a stronger effect | E3 ubiquitin-protein ligase XIAP (Homo sapiens); in the data active means displacement above about 50%; further: a part of the inactive calls stands beside numbers as strong as those of hits
NOD1 inhibition: NOD1 signaling inhibitors, primary screen, cell-based, luminescence, uHTS (AID 1578) | NOD1-driven NF-kB luciferase reporter cells, luminescence; higher % means a stronger effect | inhibition, % at 4 µM, or EC50 in µM where a hit was titrated | 1% of 290,000 active; in the data active means inhibition mostly above about 36%, no sharp cut-off; inactive means mostly below about 34%;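 further: HEK-293T reporter cells stimulated with the NOD1 agonist gamma-tri-DAP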
TNAP activators: human TNAP enzyme activators, primary screen, biochemical, luminescent, no phosphate acceptor, uHTS (AID 1001) | activation fold at 20 µM; hits with a dose series show EC50 in µM | 0.03% of 200,000 active | purified TNAP, luminescent activation assay, no phosphate acceptor; higher activation fold means a stronger effect; in the data active means activation fold from about 3, or a potency from the dose series; inactive means the rest, 99 in 100 with activation fold below about 1.6; further: many of its hits are not listed in these tables
human PMI inhibition: inhibitors of human PMI, primary screen, biochemical, fluorescence intensity, coupled assay (AID 1209) | one-dose inhibition, % at 20 µM; IC50 in µM for titrated hits | 0.42% of 190,000 active | purified PMI enzyme, coupled fluorescence intensity; higher % means a stronger effect | Mannose-6-phosphate isomerase (Homo sapiens);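 further: plate controls were DMSO vehicle for no effect and wells lacking substrate for full effect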
NOD2 inhibition: NOD2 signaling inhibitors, cell-based, luminescence, uHTS, HEK293 (AID 1566). HEK293 NOD2/NF-kB luciferase reporter, luminescence; higher % means a stronger effect. inhibition, % at 4 µM, or EC50 in µM where a hit was titrated. 0.63% of 290,000 active; further: many of its hits are not listed in these tables
KOR beta-arrestin-2: KOR antagonists, beta-arrestin recruitment, cell-based, luminescence, uHTS (AID 1778); KOR beta-arrestin recruitment, luminescence, antagonist mode; higher % means a stronger effect; 0.091% of 290,000 active; inhibition, % at 10 µM; hits with a dose series show IC50 in µM; further: strong numbers were not always called active
LYP inhibition: inhibitors of LYP phosphatase, biochemical, fluorescence intensity, uHTS (AID 1779) | recombinant LYP phosphatase, fluorescence intensity; higher % means a stronger effect | inhibition, % at 11.5 µM; hits with a dose series show IC50 in µM | 0.054% of 290,000 active;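 further: plate controls were vehicle with enzyme for no effect and no enzyme for full effect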
Active calls of the source: *; [ ] = another dose, or the depositor's remark. Unless noted, no stated cut-off is given here; in the data, active means inhibition above about 50%; inactive means the rest. This is a subset, so the mix of outcomes need not match the whole.

Sample of the layout (5 entries):
Results for O=C1c2nc3ccccn3c2C(=O)N1Cc1ccccc1 ?
PMI inhibition: 16%; KOR beta-arrestin-1: 1.8%; XIAP displacement: -6.7%; NOD1 inhibition: 15%; TNAP activators: 1; human PMI inhibition: 6%; NOD2 inhibition: 24%; KOR beta-arrestin-2: 1%; LYP inhibition: -5%

How did CC(=O)C1=C(C)NC(=O)NC1c1cccc(O)c1 (stereo not given) do in these assays?
PMI inhibition: -3%; KOR beta-arrestin-1: 0.6%; XIAP displacement: -5.6%; NOD1 inhibition: -5%; TNAP activators: 1.1; human PMI inhibition: 1%; NOD2 inhibition: -8%; KOR beta-arrestin-2: 22%; LYP inhibition: -1%

How did CN(C)c1ccc(NS(=O)(=O)c2cc3c4c(c2)CC(=O)N4CCC3)cc1 do in these assays?
KOR beta-arrestin-1: -0.1%; NOD1 inhibition: -24%; NOD2 inhibition: 1%; KOR beta-arrestin-2: -34%; LYP inhibition: -7%

Results for Oc1ccccc1N1CCN(c2ccc3ccccc3n2)CC1 ?
KOR beta-arrestin-1: -1.4%; NOD1 inhibition: -119%; NOD2 inhibition: -119%; KOR beta-arrestin-2: -19%; LYP inhibition: 7%

How did O=C(COc1ccc2ccccc2c1)N1CCN(C(=O)c2ccco2)CC1 do in these assays?
PMI inhibition: -8%; KOR beta-arrestin-1: 1.6%; XIAP displacement: -0.5%; NOD1 inhibition: -13%; TNAP activators: 0.9; human PMI inhibition: -18%; NOD2 inhibition: -9%; KOR beta-arrestin-2: 9%; LYP inhibition: -1%

Main list, previewed entries included:
Results for O=C1c2nc3ccccn3c2C(=O)N1Cc1ccccc1 ?
PMI inhibition: 16%; KOR beta-arrestin-1: 1.8%; XIAP displacement: -6.7%; NOD1 inhibition: 15%; TNAP activators: 1; human PMI inhibition: 6%; NOD2 inhibition: 24%; KOR beta-arrestin-2: 1%; LYP inhibition: -5%

How did CC(=O)C1=C(C)NC(=O)NC1c1cccc(O)c1 (stereo not given) do in these assays?
PMI inhibition: -3%; KOR beta-arrestin-1: 0.6%; XIAP displacement: -5.6%; NOD1 inhibition: -5%; TNAP activators: 1.1; human PMI inhibition: 1%; NOD2 inhibition: -8%; KOR beta-arrestin-2: 22%; LYP inhibition: -1%

How did CN(C)c1ccc(NS(=O)(=O)c2cc3c4c(c2)CC(=O)N4CCC3)cc1 do in these assays?
KOR beta-arrestin-1: -0.1%; NOD1 inhibition: -24%; NOD2 inhibition: 1%; KOR beta-arrestin-2: -34%; LYP inhibition: -7%

Results for Oc1ccccc1N1CCN(c2ccc3ccccc3n2)CC1 ?
KOR beta-arrestin-1: -1.4%; NOD1 inhibition: -119%; NOD2 inhibition: -119%; KOR beta-arrestin-2: -19%; LYP inhibition: 7%

How did O=C(COc1ccc2ccccc2c1)N1CCN(C(=O)c2ccco2)CC1 do in these assays?
PMI inhibition: -8%; KOR beta-arrestin-1: 1.6%; XIAP displacement: -0.5%; NOD1 inhibition: -13%; TNAP activators: 0.9; human PMI inhibition: -18%; NOD2 inhibition: -9%; KOR beta-arrestin-2: 9%; LYP inhibition: -1%

How did COc1ccc2nc(NCCNC(=S)NCCCN3CCOCC3)c(C#N)cc2c1 do in these assays?
PMI inhibition: -28%; KOR beta-arrestin-1: 8.3%; XIAP displacement: -8.4%; NOD1 inhibition: 16%; TNAP activators: 1.2; human PMI inhibition: -38%; NOD2 inhibition: 10%; KOR beta-arrestin-2: -14%; LYP inhibition: -10%

Results for CCOC(=O)C1C(=O)NC(N2CCN(c3ccccc3)CC2)=NC1c1ccco1 (stereo not given) ?
PMI inhibition: 6%; KOR beta-arrestin-1: -2.5%; XIAP displacement: -2.9%; NOD1 inhibition: -2%; TNAP activators: 1.1; human PMI inhibition: 8%; NOD2 inhibition: 10%; KOR beta-arrestin-2: -1%; LYP inhibition: 0%

What do the screens show for `O=C(O)c1ccc2c3n(nc2c1)-c1ccc(Cl)cc1CO3`?
KOR beta-arrestin-1: -7.8%; NOD1 inhibition: 6%; NOD2 inhibition: -110%; KOR beta-arrestin-2: 1%[20 µM]; LYP inhibition: -3%

How did CCC1(CC)Cc2ccccc2-c2nc(NCCCO)[nH]c(=O)c21 do in these assays?
PMI inhibition: 4%; KOR beta-arrestin-1: -1.1%; XIAP displacement: -8.6%; NOD1 inhibition: 0%; TNAP activators: 1; human PMI inhibition: 16%; NOD2 inhibition: -11%; KOR beta-arrestin-2: -13%; LYP inhibition: -7%

How did CSc1ccc(Cl)c(C(=O)OCC(=O)NC2CC2)c1 do in these assays?
PMI inhibition: -6%; KOR beta-arrestin-1: -0.6%; XIAP displacement: -1.4%; NOD1 inhibition: 4%; TNAP activators: 1.1; human PMI inhibition: -3%; NOD2 inhibition: 1%; KOR beta-arrestin-2: -3%; LYP inhibition: -2%

What do the screens show for `CC1CCC/C(=C\Nc2ccc3c(c2)OCO3)C1=O` (stereo not given)?
PMI inhibition: 29%; KOR beta-arrestin-1: -1.2%; XIAP displacement: -4.3%; NOD1 inhibition: -17%; TNAP activators: 1; human PMI inhibition: 9%; NOD2 inhibition: -28%; KOR beta-arrestin-2: -2%; LYP inhibition: -2%

How did Cc1cc(C)cc(NC(=O)C2CCN(S(=O)(=O)c3ccc4[nH]c(=O)ccc4c3)CC2)c1 do in these assays?
KOR beta-arrestin-1: 0.5%; NOD1 inhibition: 14%; NOD2 inhibition: 16%; KOR beta-arrestin-2: -29%[20 µM]; LYP inhibition: -13%

How did O=C(C1Cc2ccccc2CN1S(=O)(=O)c1cccs1)N1CCCCCC1 (stereo not given) do in these assays?
PMI inhibition: -11%; KOR beta-arrestin-1: -0.9%; XIAP displacement: 0.2%; TNAP activators: 1.2; human PMI inhibition: -1%; NOD2 inhibition: 16%; KOR beta-arrestin-2: 21%; LYP inhibition: -2%

How did Cc1cc(C(=O)N2CCC(C(F)(F)F)n3nccc32)on1 (stereo not given) do in these assays?
PMI inhibition: -3%; KOR beta-arrestin-1: 0.1%; XIAP displacement: -5.7%; NOD1 inhibition: -10%; TNAP activators: 1.1; human PMI inhibition: 3%; NOD2 inhibition: -8%; KOR beta-arrestin-2: -8%; LYP inhibition: -13%

Results for O=C(CCN1CCOCC1)N1c2ccccc2Sc2ccc(Cl)cc21 ?
KOR beta-arrestin-1: -5.6%; NOD1 inhibition: -3%; NOD2 inhibition: 12%; KOR beta-arrestin-2: -3%; LYP inhibition: -4%

What do the screens show for `CCOc1ccccc1/C=c1\sc2nc(-c3ccco3)nn2c1=O`?
PMI inhibition: -16%; KOR beta-arrestin-1: -5.6%; XIAP displacement: -5.5%; NOD1 inhibition: 11%; TNAP activators: 1; human PMI inhibition: 1%; NOD2 inhibition: -4%; KOR beta-arrestin-2: -23%; LYP inhibition: 6%

How did COc1ccc(N(CC(=O)Nc2ccccc2C(=O)NCC(C)C)S(C)(=O)=O)cc1 do in these assays?
PMI inhibition: 6%; KOR beta-arrestin-1: -0.5%; XIAP displacement: -1.8%; NOD1 inhibition: -22%; TNAP activators: 1; human PMI inhibition: 6%; NOD2 inhibition: -1%; KOR beta-arrestin-2: 7%; LYP inhibition: -2%

What do the screens show for `CCC(=O)Nc1ccc(N2CCCCC2)c(C(=O)Nc2ccc(OC)cc2)c1`?
KOR beta-arrestin-1: 1.6%; NOD1 inhibition: 12%; NOD2 inhibition: 16%; KOR beta-arrestin-2: -14%; LYP inhibition: -14%

What do the screens show for `CCCN(CC(=O)Nc1ccc(F)c(F)c1F)CC(=O)Nc1c(Cl)cccc1Cl`?
PMI inhibition: -3%; KOR beta-arrestin-1: -0.9%; XIAP displacement: -6.1%; NOD1 inhibition: -6%; TNAP activators: 1.1; human PMI inhibition: 4%; NOD2 inhibition: 5%; KOR beta-arrestin-2: -19%; LYP inhibition: -8%

Results for O=c1oc(-c2ccccc2)nc2c1C1(CCCCC1)Cc1ccccc1-2 ?
PMI inhibition: 5%; KOR beta-arrestin-1: -4.5%; XIAP displacement: -5.3%; NOD1 inhibition: 33%; TNAP activators: 1.1; human PMI inhibition: 7%; NOD2 inhibition: 13%; KOR beta-arrestin-2: -4%; LYP inhibition: -5%

Results for O=C(COc1ccccc1-c1ccccc1)NCCN1C(=O)S/C(=C\c2cccnc2)C1=O ?
PMI inhibition: 11%; KOR beta-arrestin-1: 2.4%; XIAP displacement: -2.3%; NOD1 inhibition: -6%; TNAP activators: 1.1; human PMI inhibition: 12%; NOD2 inhibition: -2%; KOR beta-arrestin-2: -38%; LYP inhibition: -1%

How did CCOC(=O)CSc1nc2ccccc2c(=O)n1NC(=O)c1ccccc1 do in these assays?
PMI inhibition: 8%; KOR beta-arrestin-1: 1.5%; XIAP displacement: -24%; NOD1 inhibition: -56%; TNAP activators: 1.1; human PMI inhibition: 4%; NOD2 inhibition: -47%; KOR beta-arrestin-2: -23%; LYP inhibition: 0%

Results for COc1ccccc1Nc1c2ccccc2nc2ccccc12 ?
KOR beta-arrestin-1: 1.8%; NOD1 inhibition: -4%; NOD2 inhibition: 38%; KOR beta-arrestin-2: -32%; LYP inhibition: -5%

What do the screens show for `O=C(c1ccccn1)N(CC1CCCO1)C1(C(=O)NC2CCCCC2)CCCCC1` (stereo not given)?
PMI inhibition: 1%; KOR beta-arrestin-1: 4.2%; XIAP displacement: -3.0%; NOD1 inhibition: 0%; TNAP activators: 1.1; human PMI inhibition: 4%; NOD2 inhibition: -7%; KOR beta-arrestin-2: 2%; LYP inhibition: 1%

How did CC(C)COP(=O)(c1ccc(N(C)C)cc1)C(O)c1ccccc1 (stereo not given) do in these assays?
KOR beta-arrestin-1: -2.2%; NOD1 inhibition: 8%; NOD2 inhibition: -6%; KOR beta-arrestin-2: -4%; LYP inhibition: -10%

How did O=C(CSc1cccc[n+]1[O-])NCC1CCCCC1 do in these assays?
PMI inhibition: 4%; KOR beta-arrestin-1: -7.6%; XIAP displacement: -8.2%; NOD1 inhibition: -22%; TNAP activators: 1.1; human PMI inhibition: 10%; NOD2 inhibition: 6%; KOR beta-arrestin-2: -2%; LYP inhibition: -10%

Results for CCOC(=O)c1sc(NC(=O)c2cncc(Br)c2)nc1C ?
PMI inhibition: -8%; KOR beta-arrestin-1: -0.2%; XIAP displacement: 1.8%; NOD1 inhibition: -23%; TNAP activators: 1.1; human PMI inhibition: -4%; NOD2 inhibition: 12%; KOR beta-arrestin-2: 11%; LYP inhibition: 0%

What do the screens show for `Cc1ccc(NC(=O)c2cc3c(=O)oc4ccc(C)cc4c3s2)nc1`?
KOR beta-arrestin-1: 0.2%; NOD1 inhibition: -2%; NOD2 inhibition: 17%; KOR beta-arrestin-2: 22%; LYP inhibition: -8%

How did CCCCCC(=O)N1CCN(CCN=CC2=C(O)CC(c3ccco3)CC2=O)CC1 (stereo not given) do in these assays?
PMI inhibition: 5%; KOR beta-arrestin-1: 0.5%; XIAP displacement: -1.4%; NOD1 inhibition: -12%; TNAP activators: 1.1; human PMI inhibition: 0%; NOD2 inhibition: 9%; KOR beta-arrestin-2: 4%; LYP inhibition: -8%
